# Screens from PubChem.
# PHOSPHO1 block: PHOSPHO1 (human) inhibition | 290,000 compounds, 1.1% hits | inhibition, % at 13.3 µM | AID 1565 | Q8TCT1 | recombinant PHOSPHO1, absorbance phosphatase assay; in the data active = inhibition above about 60%
# Target sequence (Q8TCT1 whole entry, looked up): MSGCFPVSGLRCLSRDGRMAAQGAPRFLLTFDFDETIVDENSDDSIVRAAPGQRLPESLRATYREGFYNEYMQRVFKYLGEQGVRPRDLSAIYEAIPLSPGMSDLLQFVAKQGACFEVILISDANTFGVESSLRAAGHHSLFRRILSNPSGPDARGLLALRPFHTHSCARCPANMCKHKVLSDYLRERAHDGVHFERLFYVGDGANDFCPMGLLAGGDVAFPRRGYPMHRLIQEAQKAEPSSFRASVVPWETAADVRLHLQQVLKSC
# IDE cell inh: inhibitors of human insulin-degrading enzyme in cells. P14735. HEK cells, FAbetaB cleavage, fluorescence polarization. inhibition, % at 5.59 µM. 320,000 compounds, 0.41% hits. AID 434962;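 active = percent inhibition above the average of all tested compounds plus 3 SD, set per screening campaign, cut at about 16% in these data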;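 note: IDE supplied by intact live HEK cells; FP after avidin binding of uncleaved biotin substrate so inhibition keeps polarization high; 0% = DMSO wells and 100% = 60 µM reference IDE inhibitor Ii1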
# M4 PAM: potentiates acetylcholine response at human M4 receptor; 360,000 compounds, 0.4% hits; CHO-K1 hM4/Gqi5, Fluo-8 calcium fluorescence, ACh EC20; 0% = ACh EC20, 100% = maximal ACh; activation, % at 3 µM;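 active = activation above its plate's cutoff, the mean activation of sample wells plus 3 SD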; note: some results filed as inactive read as strong as hits
# Target sequence (P08173 whole entry, looked up): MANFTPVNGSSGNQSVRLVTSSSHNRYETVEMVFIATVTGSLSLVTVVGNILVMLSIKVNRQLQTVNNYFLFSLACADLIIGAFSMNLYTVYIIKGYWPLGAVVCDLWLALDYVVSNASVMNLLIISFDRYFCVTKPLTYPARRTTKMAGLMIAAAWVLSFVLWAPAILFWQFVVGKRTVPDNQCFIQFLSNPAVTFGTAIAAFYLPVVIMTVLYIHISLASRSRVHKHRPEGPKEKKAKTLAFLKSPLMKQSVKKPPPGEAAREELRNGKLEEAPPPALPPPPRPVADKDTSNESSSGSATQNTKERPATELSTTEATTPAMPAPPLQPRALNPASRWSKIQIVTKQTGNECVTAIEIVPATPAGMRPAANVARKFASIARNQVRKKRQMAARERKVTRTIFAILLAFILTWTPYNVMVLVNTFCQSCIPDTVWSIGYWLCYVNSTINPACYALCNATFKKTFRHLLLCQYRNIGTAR
# CRFR2-BP antag: antagonists of CRF-binding protein/CRF-R2 receptor complex. HEK293 CRF-R2/CRF-BP, CRF-induced calcium fluorescence. inhibition, % at 11.8 µM. 350,000 compounds, 0.59% hits. AID 588475;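 active = inhibition of the ligand-induced calcium signal above about 50% at the single tested concentration, limit read from the data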
# IDE cell activ: boosts human insulin-degrading enzyme activity in HEK cells. activation, % at 5.96 µM. FAbeta-B cleavage, fluorescence polarization; 0% vehicle, 100% cell-free pure enzyme wells. 340,000 compounds, 0.073% hits;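 active = activation above the mean of all tested compounds plus 3 SD, set per screening campaign, cut at about 17% in these data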
# GalR3 antag: human GalR3 antagonism; O60755; HEK293 GalR3-CNG cAMP membrane potential fluorescence; galR3 body fused to GalR1 C-terminus; inhibition, % at 3 µM; 360,000 compounds, 0.44% hits;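 active = inhibition above the screen-wide average plus 3 SD, cut at about 13% in these data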;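 note: forskolin and galanin both at EC90 stimulate the cells; cAMP rise reported by CNG channel membrane potential dye signal; 0% = forskolin plus galanin with DMSO and 100% = forskolin alone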
# Target sequence (O60755 1-299 limits assumed): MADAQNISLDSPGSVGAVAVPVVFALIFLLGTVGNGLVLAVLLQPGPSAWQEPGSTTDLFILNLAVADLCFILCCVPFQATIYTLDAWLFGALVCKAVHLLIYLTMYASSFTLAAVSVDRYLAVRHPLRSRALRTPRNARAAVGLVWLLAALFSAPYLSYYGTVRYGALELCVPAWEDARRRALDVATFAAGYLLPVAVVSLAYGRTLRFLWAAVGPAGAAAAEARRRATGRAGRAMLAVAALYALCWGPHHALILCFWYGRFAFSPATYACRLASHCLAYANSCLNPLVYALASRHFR
# CRFBP-R2 agonist: CRF-BP/CRF-R2 complex agonism. HEK293 CRF-R2/CRF-BP, calcium dye fluorescence (FLIPR); percent of saturating CRF peptide response. activation, % at 13.2 µM. 350,000 compounds, 0.46% hits. AID 588473;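 active = activation of at least 50%, plus an integration ratio under a set limit after plate pattern correction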;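 note: plate controls were neutral control wells without compound for no effect and CRF at EC100 for full effect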
# MEKK3 PB1 HTS: modulators (inhibitors or enhancers) of MEK5 binding to human MEKK3 PB1 domain | Q99759 | bead-based flow cytometry, Alexa488-MEK5 binding to MEKK3; actives lie on both sides; 0 = blocked by unlabeled MEK5, 100 = vehicle | binding response (% of control), % at 10 µM | 290,000 compounds, 1.4% hits;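 active = binding response more than 3 SD above or below the average of its plate-row segment, actives on both sides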;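 note: Alexa488 bead fluorescence after subtracting the streptavidin-only scavenger bead signal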
# p-CIP stab down: compounds decreasing mouse p/CIP protein stability; Q05BA5; F442A p/CIP-EGFP cells, EGFP fluorescence, 16 h; decrease of EGFP signal, % at 10 µM; 290,000 compounds, 0.01% hits;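 active = EGFP signal decrease of at least 30% at 10 µM or well 3 SD below plate mean, unless failing retest; inactive = the rest, including hits failing retest or dose response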; note: some compounds called inactive have numbers as strong as hits; many of its hits are not listed in these tables
# * marks the source's active call; other numbers are inactive results; / = no result given; & = joins results of further samples; [ ] = dose if it differs, or a comment.
PHOSPHO1 block	IDE cell inh	M4 PAM	CRFR2-BP antag	IDE cell activ	GalR3 antag	CRFBP-R2 agonist	MEKK3 PB1 HTS	p-CIP stab down	SMILES
/	3.6	4.4	4.8	2.5	-5.3	-1.1	/	/	O=C(CCNS(=O)(=O)c1ccc(F)c(F)c1)NCCN1CCOCC1
5.7	-2.5	-8.0	-4.1	4.1	-3.5	0.3	92.0	-0.2	CC(C)(C)C(=O)/C=C(N)/C=C/c1ccccc1
-2.0	1.1	-3.4	0.7	1.1	-5.5	2.9	107.0	-8.2	O=C(Nc1ccccc1)Nc1nc(-c2ccc(F)cc2)cs1
10.4	/	-0.3	-196.6	-6.3	-2.2	173.0*	98.0	-244.6	CN(C)c1ccc(/C=C/c2ccncc2)cc1
/	-0.8	-2.0	1.2	4.5	-4.7	-1.2	/	/	O=S(=O)(O)c1cnccc1Nc1cccc(C(F)(F)F)c1
30.5	-1.1	-15.2	-15.9	4.2	-9.6	-3.6	100.0	-4.5	Cc1cc(C(=O)OCCN2C(=O)c3ccccc3C2=O)c2ccccc2n1
/	2.8	0.5	-17.4	-1.1	0.5	4.6	/	/	O=S(=O)(c1ccc(Cl)nc1)N1CCCC1
21.5	3.5	-4.9	9.9	1.4	2.0	0.3	/	-15.7	Cc1cc(=O)oc2cc(OCC(O)CN3CCN(c4ccccc4)CC3)ccc12 (stereo unspecified)
24.1	-3.2	-0.8	-7.3	2.8	0.3	-1.2	111.0	-12.7	OCCC1CN(Cc2ccc(F)cc2Cl)CCN1CCc1ccccc1 (stereo unspecified)
10.1	-7.0	1.3	-1.3	4.4	5.0	0.8	110.0	-4.6	COCCNC(=O)Cc1cn(C)c2ccccc12
-13.4	2.4	-2.2	11.7	-1.8	-3.4	-2.7	97.0	-11.0	Cc1ccc(S(=O)(=O)N2CCN(C(=O)/C=C/c3ccco3)CC2)cc1
16.8	3.9	18.5	-2.2	-0.9	-4.0	0.9	92.0	5.4	Cc1ccc(NC(=O)CSc2nnc(CCNC(=O)OC(C)(C)C)o2)c(C)c1
/	-1.0	2.8	2.4	6.1	1.1	0.2	/	/	O=C(OCC(=O)N1CCCc2ccccc21)c1ccccc1NCCO
13.5	6.1	13.9	-9.0	3.6	-3.0	2.1	101.0	-7.4	CN(C(=O)c1ccccn1)c1nnc(-c2cnccn2)s1
35.6	-1.5	-4.8	2.4	-3.1	-8.6	-1.0	105.0	1.7	Cc1ccccc1COc1ccc(-c2nn[nH]n2)cc1
6.3	2.5	-3.6	-4.3	1.8	-7.0	3.1	85.0	2.4	Cc1cc(/C=C2\NC(=O)NC2=O)c(C)n1-c1ccc(N2CCOCC2)cc1
-3.0	4.2	-0.4	1.2	-4.0	-1.9	-2.9	94.0	-7.4	Cc1ccccc1CN1CCCNC1=O
11.0	1.9	-0.8	24.9	2.8	-4.6	-2.2	93.0	-6.7	O=C1/C(=C/c2ccc(O)cc2)CCc2ccc([N+](=O)[O-])cc21
34.4	1.4	-4.0	5.0	3.0	-3.0	-0.4	101.0	3.6	O=C(NCCc1ccccc1)c1ccc(CS(=O)Cc2cccc(Cl)c2)o1 (stereo unspecified)
5.8	-0.8	6.7	38.1	6.9	-3.1	-0.3	143.0*	11.2	COc1cc(/C=N/NC(=S)Nc2cccc(C(=O)O)c2)ccc1O
-13.2	3.8	7.9	-21.3	-3.0	-3.7	0.6	105.0	-10.9	O=C(Nc1ccc2oc(-c3ccccc3)nc2c1)c1ccco1
-11.3	-2.3	1.4	38.5	5.4	8.5	-1.1	100.0	-12.1	NS(=O)(=O)c1ccc(CCNC(=O)C2CCCN(S(=O)(=O)c3cccnc3)C2)cc1 (stereo unspecified)
0.6	-0.8	1.2	-12.2	-0.1	17.3*	5.1	98.0	5.6	O=C(Nc1cccc(N=Cc2cc(Br)cc(Br)c2O)c1)c1ccco1
8.0	1.4	11.7	1.2	8.3	-2.8	-2.0	102.0	15.4	Cc1ccc(OC(C)C(=O)N/N=C/c2ccccn2)cc1 (stereo unspecified)
47.5	-0.8	5.9	-3.2	2.4	-6.6	-0.8	99.0	-0.9	O=C(Nc1ccccc1F)C1CCCN1S(=O)(=O)c1cccc2nsnc12 (stereo unspecified)
-24.2	4.4	3.0	-83.5	-11.1	-0.8	-0.8	77.0	-3.0	Cc1nn(-c2ccccc2)c(C)c1/C=N/NC(=O)c1cc(-c2ccc(Br)s2)[nH]n1
18.5	6.0	-10.1	3.5	-1.1	-1.4	-0.6	104.0	-18.9	CCN(CC1CCCN(CCc2cccc(OC)c2)C1)C(=O)c1ccc(COC)o1 (stereo unspecified)
/	-3.0	7.4	9.4	-3.6	-4.9	4.8	/	/	Cc1ccc(NC(=O)CCC(=O)c2cccs2)nc1
-44.2	3.1	8.0	-16.9	5.8	-2.2	2.1	107.0	-1.1	CN(c1ccc(C(=O)O)cc1)S(=O)(=O)c1ccc(Cl)cc1
9.5	-0.3	-17.6	6.2	7.6	0.8	-1.0	104.0	-9.3	CCC(C)/C(C)=N/Nc1ccc(S(N)(=O)=O)cc1[N+](=O)[O-] (stereo unspecified)

# Brought forward from above: 5 entries, followed by the next part.
PHOSPHO1 block	IDE cell inh	M4 PAM	CRFR2-BP antag	IDE cell activ	GalR3 antag	CRFBP-R2 agonist	MEKK3 PB1 HTS	p-CIP stab down	SMILES
-24.2	4.4	3.0	-83.5	-11.1	-0.8	-0.8	77.0	-3.0	Cc1nn(-c2ccccc2)c(C)c1/C=N/NC(=O)c1cc(-c2ccc(Br)s2)[nH]n1
18.5	6.0	-10.1	3.5	-1.1	-1.4	-0.6	104.0	-18.9	CCN(CC1CCCN(CCc2cccc(OC)c2)C1)C(=O)c1ccc(COC)o1 (stereo unspecified)
/	-3.0	7.4	9.4	-3.6	-4.9	4.8	/	/	Cc1ccc(NC(=O)CCC(=O)c2cccs2)nc1
-44.2	3.1	8.0	-16.9	5.8	-2.2	2.1	107.0	-1.1	CN(c1ccc(C(=O)O)cc1)S(=O)(=O)c1ccc(Cl)cc1
9.5	-0.3	-17.6	6.2	7.6	0.8	-1.0	104.0	-9.3	CCC(C)/C(C)=N/Nc1ccc(S(N)(=O)=O)cc1[N+](=O)[O-] (stereo unspecified)
18.6	0.0	-4.2	-4.5	6.2	0.9	1.8	107.0	-7.5	c1ccc(C(c2ccccc2)N2CCN(c3ccc4ccccc4n3)CC2)cc1
/	0.4	17.6	11.2	3.0	-1.0	0.3	/	/	Cc1cccc(C)c1NC(=O)CN(C)C(=O)c1cccc(NS(=O)(=O)c2ccccc2)c1
29.1	0.9	-6.9	-12.1	-0.7	-2.7	-1.0	105.0	-3.5	Cc1ccc(NC(=O)CN2CCC(NC(=O)c3ccccc3F)CC2)cc1C
45.6	3.2	-6.3	1.1	5.2	-3.6	-0.3	82.0	-3.6	O=C(NCCCn1ccnc1)C(=O)NCC(c1ccco1)N1CCN(c2ccccc2)CC1 (stereo unspecified)
1.5	5.4	2.0	11.3	2.9	-6.0	0.1	64.0*[inhibitor]	9.5	CC1=CS(=O)(=O)CC1Sc1ncn[nH]1 (stereo unspecified)
-13.6	3.4	-8.3	-22.3	-6.2	-9.0	1.9	102.0	3.1	CC1CCN(CCCNC(=O)c2ccc(CSCc3cccc(Cl)c3)o2)CC1
/	-0.9	-4.8	2.8	2.0	1.4	6.3	/	/	O=C(NCc1ccccc1)c1onc(CS(=O)(=O)c2ccc(Cl)cc2)c1C(=O)NCc1ccccc1
-42.5&-3.6	8.3&9.8	9.6&-4.6	6.5&-13.7	0.1&2.6	-2.8&3.0	-0.4&1.8	101.0&87.0	-2.0&-9.1	Cn1c(=O)n(CC(=O)O)c(=O)c2c1nc1n2CCS1
/	/	2.8	2.4	-2.4	-8.2	1.1	/	/	CN(C)Cc1c(OC(=O)c2ccc(N)cc2)ccc2ccccc12
-2.3	0.0	2.7	-15.6	-2.6	-2.3	-1.0	111.0	-16.4	Cn1c(=O)n(Cc2ccccc2F)c2ccccc21
/	0.2	5.9	-8.5	2.7	-5.1	0.8	93.0	/	C=C1CCN([C@@H](CC(C)C)C(=O)NN2CCOCC2)S(=O)(=O)c2ccccc21
15.9	4.6	8.1	15.6	-12.7	-6.5	-1.2	105.0	-2.7	Cc1cc2ccccc2c(=O)n1CC(=O)NCC(=O)N1CCN(c2ccccc2)CC1
/	/	4.5	-2.6	1.8	-1.4	-0.1	/	/	CN(CCc1ccccc1)C(=O)c1ccc(NC(=O)Cc2cccc(NC(=O)C3CCN(C(=O)c4ccccc4)CC3)c2)cc1
17.7	1.0	2.9	4.9	-1.4	-0.9	-0.1	101.0	-6.7	CC#CCN1c2ccccc2[C@]23C[C@@H](C(=O)OC)N(C(=O)c4cc(C)oc4C)C2=NC(C(=O)OC)=C(C(=O)OC)[C@H]13
-21.0	11.4	1.2	16.4	-2.6	-7.5	-0.9	96.0	3.1	O=C1CSC(=S)N1/N=C/c1cccc(C(F)(F)F)c1
37.0	-3.1	-5.0	-7.0	-1.1	0.1	-0.7	97.0	-7.9	CCN(C(=O)c1cc2c(C)nc3ccccc3c2o1)c1cc(Cl)ccc1OC
41.1	0.7	5.0	9.4	-1.5	-1.0	-1.1	/	-8.1	O=c1[nH]nc(Sc2ncnc3sccc23)n1CCc1ccccc1
43.9	4.0	-2.6	5.6	-1.1	-2.1	1.7	105.0	-0.4	COc1ccc(NC(=O)N2CCN(S(C)(=O)=O)CC2)c(OC)c1
55.7	1.0	-2.1	6.8	-4.0	-9.7	-1.0	99.0	-5.1	N#Cc1c(-c2ccc(F)cc2)ccnc1N1CCOCC1
/	/	-6.0	-4.0	/	0.2	-0.5	/	/	O=C(O)C1CCN(S(=O)(=O)c2ccc3[nH]ccc3c2)CC1
/	/	1.2	9.1	/	-5.8	-1.8	/	/	CC1(C)CN(C2CCCCC2)C(=O)[C@H]1CC(=O)Nc1ccccc1
32.4	4.4	0.9	8.0	-0.7	-6.7	-0.2	101.0	-13.7	COc1ccc(CC(=O)OC(C)CN2CCOCC2)cc1 (stereo unspecified)
-12.2	0.5	-0.9	-28.1	3.0	-3.8	-0.6	107.0	1.6	Cc1scc(C(=O)NNC(=S)NCC2CCCO2)c1-c1ccccc1 (stereo unspecified)
0.2	3.5	3.8	-2.1	6.2	/	-2.6	101.0	-4.8	CCc1cn(S(=O)(=O)c2ccccc2OC)nc1N
8.4	-1.6	5.7	6.7	1.9	2.1	-0.2	98.0	-3.6	Cc1ccccc1C(=O)NC1CCN(CC(=O)Nc2ccc3c(c2)OCO3)CC1
8.9	10.1	4.0	-14.8	4.6	-7.7	0.1	102.0	0.1	COC(=O)C(C)Sc1nc2c(c(=O)n1-c1ccccc1)SCC2 (stereo unspecified)
-13.8	-0.1	-1.4	-3.6	-1.2	-2.3	2.1	96.0	-10.9	COc1ccc(C(=O)/C=C/c2ccc(F)cc2)c(OC(=O)c2ccc([N+](=O)[O-])cc2)c1
31.8	-0.5	7.1	-2.1	1.9	-8.3	0.2	102.0	-6.6	Cc1cc(N2C(=O)C(O)=C(C(=O)c3ccco3)C2c2ccccc2F)no1 (stereo unspecified)
-38.4	2.9	-3.2	-27.6	-8.5	-2.6	2.3	99.0	-18.3	COCc1c(C(=O)N2CCN(c3ccc(C(F)(F)F)cn3)CC2)oc2ccccc12
